# POLB inh = qHTS Assay for Inhibitors of DNA Polymerase Beta. P06746. actives 1.3% (n = 340,000). Pol beta primer extension/strand displacement, fluorescence kinetic. Potency, µM (doses to about 114 µM), for the others: top-dose activity change, negative = inhibition, hits mostly inhibitors; also: % is scaled to controls: 0 for no effect and ±100 for the full control effect
#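 Reaction started by 50 nM substrate onto compound-treated Pol beta (10 nM, 15 min preincubation, room temperature); plates read at 0 min and 10 min. Normalized concentration-effect data fitted by four-parameter Hill equation.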
# G9a block = qHTS Assay for Inhibitors of Histone Lysine Methyltransferase G9a; Histone-lysine N-methyltransferase EHMT2 (Homo sapiens), Q96KQ7; G9a H3K9 monomethylation, AlphaScreen, 2 h; Potency, µM (titrated, usually from 102 µM), inactives show at the top dose activity, negative = inhibition, hits mostly inhibitors; actives 8.8% (n = 350,000); also: % is scaled to controls: 0 for no effect and ±100 for the full control effect; nearly all actives have a fitted effect of over 75% in size
#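 Readings reflect AlphaScreen signal from monomethyl-H3K9 antibody detection. HMT at 20 nM; substrate b-H3K9 500 nM; cofactor SAM 20 uM; 2 h RT reaction; compounds tested as titrations in qHTS with 15 min preincubation.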
# JMJD2A Tudor = qHTS Assay for Inhibitors of JMJD2A-Tudor Domain | Lysine-specific demethylase 4A (Homo sapiens), O75164 | AlphaScreen JMJD2A-Tudor / H3K4me3 peptide binding | Potency, µM (doses to about 114 µM), for the others: at the highest dose activity change, negative = inhibition, hits mostly inhibitors | actives 4.4% (n = 390,000); also: % is scaled to controls: 0 for no effect and ±100 for the full control effect; nearly all actives have a fitted effect of over 50% in size
# Target sequence (O75164 whole entry, looked up, the tested form may be a part): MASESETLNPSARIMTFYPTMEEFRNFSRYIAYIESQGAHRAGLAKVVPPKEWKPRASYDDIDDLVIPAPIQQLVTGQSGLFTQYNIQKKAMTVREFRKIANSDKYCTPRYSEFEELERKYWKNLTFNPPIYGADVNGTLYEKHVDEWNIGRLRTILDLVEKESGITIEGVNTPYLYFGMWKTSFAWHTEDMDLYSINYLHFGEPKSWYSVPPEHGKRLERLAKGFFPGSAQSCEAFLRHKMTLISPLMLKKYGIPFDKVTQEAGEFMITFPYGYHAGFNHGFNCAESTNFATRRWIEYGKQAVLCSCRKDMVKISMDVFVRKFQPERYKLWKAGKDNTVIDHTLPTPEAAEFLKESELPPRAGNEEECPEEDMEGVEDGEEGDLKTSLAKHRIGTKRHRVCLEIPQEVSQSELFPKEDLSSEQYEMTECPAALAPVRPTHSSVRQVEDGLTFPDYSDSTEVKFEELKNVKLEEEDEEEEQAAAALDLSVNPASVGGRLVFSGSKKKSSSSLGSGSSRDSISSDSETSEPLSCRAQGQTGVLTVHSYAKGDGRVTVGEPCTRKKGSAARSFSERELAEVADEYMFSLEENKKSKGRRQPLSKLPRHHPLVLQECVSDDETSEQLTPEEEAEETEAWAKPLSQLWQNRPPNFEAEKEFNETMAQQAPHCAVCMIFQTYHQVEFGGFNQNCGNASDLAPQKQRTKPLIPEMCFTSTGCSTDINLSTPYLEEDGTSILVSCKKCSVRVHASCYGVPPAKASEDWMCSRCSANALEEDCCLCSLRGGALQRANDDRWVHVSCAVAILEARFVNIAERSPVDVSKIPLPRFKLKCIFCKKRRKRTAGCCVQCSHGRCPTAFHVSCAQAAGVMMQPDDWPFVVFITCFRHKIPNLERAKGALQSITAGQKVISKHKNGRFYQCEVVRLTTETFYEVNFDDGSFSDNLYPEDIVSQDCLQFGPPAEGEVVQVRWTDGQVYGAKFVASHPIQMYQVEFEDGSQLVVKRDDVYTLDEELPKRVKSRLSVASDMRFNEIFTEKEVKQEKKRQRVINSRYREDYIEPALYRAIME
# BLM inh = qHTS Assay for Inhibitors of Bloom's syndrome helicase (BLM) | RecQ-like DNA helicase BLM (Homo sapiens), P54132 | recombinant BLM DNA unwinding, fluorescence dequenching | Potency, µM (top dose mostly 56.1 µM), inactives show top-dose activity change, negative = inhibition, most hits filed as inhibitors | actives 0.2% (n = 350,000);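 also: plate controls were vehicle for no effect and no enzyme for full effect; nearly all actives have a fitted effect of over 35% in size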
# BAZ2B inh = qHTS Assay for Inhibitors of BAZ2B | Potency, µM (highest dose often 114 µM), for inactives: at the highest dose activity change, negative = inhibition, actives largely listed as inhibitors | AlphaScreen BAZ2B-H3K14Ac peptide displacement | Bromodomain adjacent to zinc finger domain protein 2B (Homo sapiens), Q9UIF8 | actives 4.4% (n = 360,000) | AID 504333, 2011; also: % is scaled to controls: 0 for no effect and ±100 for the full control effect; nearly all actives have a fitted effect of over 60% in size
#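 AlphaScreen displacement of biotin-H3(5-23)K14Ac peptide (50 nM final) from BAZ2B (50 nM final) in PBS pH 7.4, 0.01% Tween-20; complex preformed 30 min RT, then compounds (top 110 uM) 30 min RT, beads 20 min dark.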
# POLK inh = qHTS for Inhibitors of Polymerase Kappa; actives 0.53% (n = 400,000); Potency, µM (series often up to 107 µM), inactives show at the top dose activity, negative = inhibition, hits mostly inhibitors; purified Pol kappa, fluorescent DNA synthesis assay, 10 min; DNA polymerase kappa (Homo sapiens), Q9UBT6; also: % is scaled to controls: 0 for no effect and ±100 for the full control effect
#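 First, compounds were pin-transferred onto 10 nM Pol kappa. After 15 min at room temperature, substrate was added to 50 nM final. Fluorescence was then measured kinetically at 0 and 10 min.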
# APEX1 inh = qHTS Assay for Inhibitors of the Human Apurinic/apyrimidinic Endonuclease 1 (APE1). Potency, µM (highest dose often 65.8 µM), inactives show top-dose activity change, negative = inhibition, actives largely listed as inhibitors. actives 0.35% (n = 350,000). recombinant APE1, TAMRA/BHQ-2 abasic DNA cleavage fluorescence;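 also: plate controls were vehicle for no effect and reference inhibitor for full effect; nearly all actives have a fitted effect of over 55% in size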
#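 Kinetic fluorescence read (525 ex/598 em nm, three reads 60 s apart) of AP-site incision; signal = third minus first read. Enzyme 0.75 nM, dual-labelled THF duplex 50 nM, compound preincubation 15 min RT.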
# POLH inh = qHTS for Inhibitors of Polymerase Eta; DNA polymerase eta (Homo sapiens), Q9Y253; recombinant Pol eta, fluorescent DNA replication assay; Potency, µM (top dose mostly 114 µM), for inactives: at the highest dose activity change, negative = inhibition, actives largely listed as inhibitors; actives 1.2% (n = 390,000); also: % is scaled to controls: 0 for no effect and ±100 for the full control effect
#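 Fluorescent replication assay: 50 nM final substrate added after a 15 min room-temperature compound preincubation with 10 nM enzyme. Signal taken at 0 min and again at 10 min.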
# Pol iota inh = qHTS for Inhibitors of Polymerase Iota; DNA polymerase iota (Homo sapiens), Q9UNA4; Pol iota fluorescent replication assay, 10 min; Potency, µM (highest dose often 115 µM), without a hit: at the highest dose activity, negative = inhibition, actives largely listed as inhibitors; actives 1% (n = 390,000); AID 588590, 2011
#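 Pol iota at 10 nM preincubated 15 min with compounds at room temperature; reaction started with fluorescent substrate, 50 nM final. Fluorescence read kinetically at 0 and 10 min; buffer-only wells as negative control.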
# * marks the source's active call; other numbers are inactive results; ? = inconclusive; / = no result given; & = joins results of further samples; ! = a repeat was not active; [ ] = remark or other dose. Calls follow the shape of the dose curve; as a rule, active = well fitted curve in the direction sought with a large enough effect; inconclusive = small, poorly fitted or top-dose-only effect, or another doubt; inactive = no such curve, though single readings can be large; an effect the other way counts as inactive or inconclusive. Potency is read from the fitted curve at half-maximal effect. This is a subset; count on the stated rates, not on these rows.
SMILES,POLB inh,G9a block,JMJD2A Tudor,BLM inh,BAZ2B inh,POLK inh,APEX1 inh,POLH inh,Pol iota inh
Cn1c(N)c(C(=O)COC(=O)C2CCC(C(C)(C)C)CC2)c(=O)n(C)c1=O (stereo not given),-2%,17%[59 µM],-23%,-9%,-11%,-8%,-13%,?,19%
CC(C)Cn1c(N2CCN(C(=O)/C=C/c3ccccc3)CC2)nc2ccccc21,3%,2%[0.501 µM],-14%,-9%,-1%,-2%,-1%,-20%,1%
COCCCNC(=O)c1c(NC(=O)c2nc(S(C)(=O)=O)ncc2Cl)sc2c1CCCC2,20%,2%[59 µM],-1%,-6%,3%,13%,/,-2%,45%
CSc1ccccc1NC(=O)CN(C)CC(=O)Nc1ccc(S(=O)(=O)N2CCCC2)cc1,/,/,2%,/,/,-7%,9%,-15%,62%[activator]
CCN1CCN(CCCNC(=O)C2c3ccccc3C(=O)N(C)C2c2ccc(OC)cc2)CC1 (stereo not given),24%,?,-2%[57.1 µM],-8%,1%,-1%,15%,-15%,15%
Cc1ccc(C2=Nc3ccccc3N(CC(=O)Nc3cccc(F)c3)C(=O)C2)cc1C,2%,-5%[59 µM],?,0%,7%,2%,/,-22%,-7%
O=C(NCC1CCCO1)c1ccccc1NS(=O)(=O)c1ccc(F)cc1 (stereo not given),/,?,-7%,/,3%,0%,3%,-17%,12%
CC12CC(NC(=O)N1CCc1ccccc1)c1cc(Cl)ccc1O2 (stereo not given),-19%,7%[59 µM],-26%[11.4 µM],6%,4%,-6%,-1%,-19%,21%
CC(=O)N1CCc2cc(S(=O)(=O)CCC(=O)NCc3ccc(F)cc3)ccc21,?,-1%,-5%,0%,1%,-9%,8%,5%,10%
COc1ccccc1NC(=S)NCCc1ccc(Cl)cc1,6%,-8%[59 µM],-16%[11.4 µM],-3%,-27%,-19%,-6%,-10%,-1%
Cc1sc2ncn(CCn3cnc4sc(C)c(C)c4c3=O)c(=O)c2c1C,6%,-10%[59 µM],-16%,-4%,4%,-8%,1%,?,-9%
COc1ccc(S(=O)(=O)N2CCOC2CNC(=O)C(=O)NCc2ccc(F)cc2)cc1OC (stereo not given),-1%,/,-8%,-10%,-4%,-7%,6%,-14%,12%
CSCCC(NC(=O)c1ccccc1)C(=O)OCC(=O)Nc1ccc(C)c(Cl)c1 (stereo not given),-7%,?,-89%[57.1 µM],-20%,13%,-10%,?,-6%,6%
COc1ccccc1-n1ccnc1SCC(=O)NC1CCCC1,-10%,-5%,-9%,-7%,-4%,-15%,4%,-12%,102%[activator]
C[C@@H](C(=O)Nc1nc2ccc(F)cc2s1)N1C(=O)C2CC=CCC2C1=O (stereo not given in full),-1%,-47%,-19%,5%,-11%,-12%,-7%,-1%,15%
CN(C)S(=O)(=O)c1ccc(NC(=O)COC(=O)c2ccccn2)cc1,21%,50µM*,?,-2%,?,-11%,-1%,-7%,7%
Cc1ccc(O)c(NC(=O)Cc2ccc3ccccc3c2)c1,-9%,1%,-7%,-14%,-21%,1%,6%,-21%,150%[activator]
O=C1c2ccccc2C(=O)N1CCC(=O)N1CCc2ccccc21,/,/,3%,/,/,0%,/,-1%,-3%[58.9 µM]
Cc1nn(C)c2c1c(C(F)(F)F)cc(=O)n2CC(=O)Nc1ccc(F)cc1F,0%,24%[59 µM],-5%,1%,-2%,-19%,/,-16%,3%
Cc1c(Cl)cccc1NC(=O)CSC(N)=O,0%,100%[activator],6%,-4%,-3%,-14%,-2%,-6%,?
CC(C)N=C1CC(C)(C)CC(=O)/C1=C(/O)CCCN1C(=O)c2ccccc2C1=O,0%,-20%,-13%,-12%,0%,-6%,3%,-19%,2%
O=C(Nc1cccc(Br)c1)C1CC(=O)N(C2CCCC2)C1 (stereo not given),/,/,5%,/,/,-1%,/,-16%,15%
Cc1cc(C)cc(N(C(=O)c2csnn2)C(C(=O)NC(C)(C)C)c2ccccn2)c1 (stereo not given),89%,45%,-9%,1%,-21%,-14%,2%,-4%,9%
O=C(Nc1ccc2c(c1)OCCO2)c1ccc(Br)c(S(=O)(=O)N2CCOCC2)c1,-25%,-17%,-24%,-5%,-24%,-19%,3%,0%,0%
CCN(CC)C(=O)C(=O)N/N=C/c1ccc(Cl)cc1Cl,2%,30%[59 µM],-22%,1%,-29%,-5%,2%,-11%,11%
O=C(CSc1ccccc1)Nc1ccc(C(=O)Nc2cccc(O)c2)cc1,-22%,15%,-18%,-8%,4%,1%,-2%,-20%,21%
CCCCCCN=C(C)C1=C(O)C(C(=O)OC)C(C)(C)CC1=O (stereo not given),-1%,1%[59 µM],-13%,2%,44%[activator],-9%,3%,-4%,-2%
Cc1ccc(NC(=O)c2ccncc2)cc1S(=O)(=O)N(C)C,1%,50µM*,-6%,3%,11%,-3%,3%,-9%,-16%
O=C(COc1ccc2c(-c3ccccc3)cc(=O)oc2c1)NC1CCS(=O)(=O)C1 (stereo not given),/,-6%[0.501 µM],-22%,/,7%,1%,10%,-11%,24%
CCCCCCC(=O)N(O)C1CC(=O)N(c2ccc(F)cc2)C1=O (stereo not given),6%,/,50µM*,-2%,-8%,-2%,-5%,-3%,79%[activator]

# 5 entries drawn at random from those above:
SMILES,POLB inh,G9a block,JMJD2A Tudor,BLM inh,BAZ2B inh,POLK inh,APEX1 inh,POLH inh,Pol iota inh
CCN1CCN(CCCNC(=O)C2c3ccccc3C(=O)N(C)C2c2ccc(OC)cc2)CC1 (stereo not given),24%,?,-2%[57.1 µM],-8%,1%,-1%,15%,-15%,15%
CCN(CC)C(=O)C(=O)N/N=C/c1ccc(Cl)cc1Cl,2%,30%[59 µM],-22%,1%,-29%,-5%,2%,-11%,11%
O=C(CSc1ccccc1)Nc1ccc(C(=O)Nc2cccc(O)c2)cc1,-22%,15%,-18%,-8%,4%,1%,-2%,-20%,21%
CSCCC(NC(=O)c1ccccc1)C(=O)OCC(=O)Nc1ccc(C)c(Cl)c1 (stereo not given),-7%,?,-89%[57.1 µM],-20%,13%,-10%,?,-6%,6%
Cc1ccc(O)c(NC(=O)Cc2ccc3ccccc3c2)c1,-9%,1%,-7%,-14%,-21%,1%,6%,-21%,150%[activator]

# Next entries.
SMILES,POLB inh,G9a block,JMJD2A Tudor,BLM inh,BAZ2B inh,POLK inh,APEX1 inh,POLH inh,Pol iota inh
O=C(CSc1nc2ccccc2s1)c1ccc(O)cc1O,3%,-3%[2.33 µM],-18%,-6%,-1%,-7%,1%,-3%,-26%
O=C(NCCc1c[nH]c2ccccc12)C(=O)NCC1OCCN1S(=O)(=O)c1cc(F)ccc1F (stereo not given),18%,?,-33%,-4%,-36%,4%,1%,-13%,18%
Cn1c(=O)c2c(nc(CN3CCN(C(=O)c4ccco4)CC3)n2Cc2ccccc2)n(C)c1=O,20%,?,-13%,-6%,12%,-28%,14%,-1%,-5%
CN(Cc1ccccc1)C(=O)C1CCN(S(=O)(=O)c2ccc3nc4c(c(C(=O)O)c3c2)CCCC4)CC1,28µM*!,?,-32%&-36%,-21%&-20%,50µM*,79µM*,-5%,28µM*,?
CCCCN(C(=O)C1=COCCO1)c1c(N)n(Cc2ccccc2)c(=O)[nH]c1=O,/,4%[0.501 µM],-5%,/,0%,-2%,20%,-10%,-10%
O=C1c2ccccc2C(O)(c2ncc[nH]2)N1C1CCCCC1 (stereo not given),32%,20µM*,?,0%,-7%,-1%,-4%,-4%,19%
C/C(=N\Nc1ccc([N+](=O)[O-])cc1)c1cc2ccccc2o1,12%,18%[12.7 µM],11%,-13%,-23%,-13%,-3%,-23%,61%[activator]
COc1ccc(NC(=O)C2CCCN(C(=O)Nc3cccc(OC)c3)C2)cc1 (stereo not given),2%,4%[59 µM],-15%,0%,3%,-7%,13%[12.4 µM],-7%,-9%
CCc1n[nH]c(=S)n1/N=C/c1ccccn1,4%,5%[0.501 µM],7.9µM*,3%,50µM*,-14%,7%,0%,145%[activator]
c1ccc2c(c1)nnn2CNc1nccs1,20%,-9%,-7%,1%,2%,-3%,3%,-12%,-7%
Nc1nc2c(ncn2-c2ccccc2)c(=O)[nH]1,/,/,0%,/,/,-21%,/,-4%,-2%
c1ccc(CNc2ncnc3sc4c(c23)CCC4)nc1,39%,11%,-8%,3%,-5%,-15%,-1%,-3%,5%
O=C(NCCOc1ccccc1)C1=CC=CN2CCS(=O)(=O)N=C12,/,/,-21%,/,/,-8%,1%,1%,81%[activator]
COc1cc(/C=N\NC(=O)c2ccc(-c3ccccc3)cc2)cc(OC)c1OC(C)=O,?,/,-16%,-1%,-9%,-24%,-6%,-3%,3%

# Arranged by value in BLM inh (high to low): 3 of the compounds above.
Structure | BLM inh
c1ccc2c(c1)nnn2CNc1nccs1 | 1%
O=C1c2ccccc2C(O)(c2ncc[nH]2)N1C1CCCCC1 (stereo not given) | 0%
O=C(NCCc1c[nH]c2ccccc12)C(=O)NCC1OCCN1S(=O)(=O)c1cc(F)ccc1F (stereo not given) | -4%

# Source: PubChem (National Center for Advancing Translational Sciences (NCATS))
